Granule exo inh: lytic granule exocytosis inhibition | TALL-104 LAMP-1 surface exposure, flow cytometry; cells stimulated with thapsigargin and PMA | inhibition, % at 10 µM | 0.66% of 360,000 active | AID 651702;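 active = inhibition above about 55%, limit read from the data; inconclusive = no clear call, values can overlap the other calls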
ABHD5-PLIN5 inh: inhibitors of human ABHD5-perilipin-5 interaction; Q00G26+Q8WTS1; Split G. princeps luciferase complementation, luminescence, 4 h; inhibition, % at 4 µM; 0.78% of 360,000 active;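 active = inhibition above the mean inhibition across every tested compound plus 3 SD, cut at about 22% in these data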;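 note: 0% = DMSO only wells and the 100% control is not disclosed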
hiPSC survival: hiPSC single-cell survival enhancement | ATPlite luminescence; 100% = ROCK inhibitor wells, 0% = DMSO | survival enhancement, % at 20 µM | 0.044% of 360,000 active | AID 602274; in the data active = survival enhancement above about 18%;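 note: cells exposed to compounds for 16 hours before the ATP read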
MC4R antagonist: blocks human MC4R cAMP signaling | MC4R-expressing cells, MTII-stimulated cAMP, LANCE TR-FRET | 0.48% of 360,000 active | inhibition, % at 6.5 µM;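 active = inhibition above its plate's cutoff, the mean of tested wells on that plate plus 3 SD, cut at about 29% in these data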;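 note: 0% = Melanotan II alone and 100% = Melanotan II plus saturating MCL0020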
Target sequence (P32245 whole entry, looked up): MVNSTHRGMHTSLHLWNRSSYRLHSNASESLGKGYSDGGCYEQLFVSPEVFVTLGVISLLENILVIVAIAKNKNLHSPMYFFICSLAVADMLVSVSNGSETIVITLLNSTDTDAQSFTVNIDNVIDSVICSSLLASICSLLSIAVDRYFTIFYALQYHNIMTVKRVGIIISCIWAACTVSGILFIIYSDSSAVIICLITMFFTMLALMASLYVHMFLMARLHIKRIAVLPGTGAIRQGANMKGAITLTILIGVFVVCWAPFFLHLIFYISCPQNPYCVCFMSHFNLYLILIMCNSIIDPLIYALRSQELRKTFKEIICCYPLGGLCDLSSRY
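Assay system: human MC4R-expressing U2OS cells; reagent: Melanotan II stimulation of cells; dosing: 6.5 µM single dose; timing: compound 30 min, challenge 1 h, detection 1 h; signal: TR-FRET cAMP assay; replicates: one well per compound, no replicates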
aDG glyco act: increases alpha dystroglycan glycosylation; Pro5-aDG cells, alpha-DG glycosylation AlphaScreen (IIH6); 0% Pro5, 100% B10-LARGE cell signal; activation, % at 10 µM; 0.22% of 360,000 active;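 active = activation of at least 8% versus controls, or a plate z-score of at least 8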;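 note: Pro5 are CHO cells carrying HIG-tagged alpha-DG that lacks glycosylation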
H9c2 protect: modulators protecting cardiomyocytes from myocardial damage; protection from H2O2 cell death, % at 20 µM; 0.63% of 360,000 active; H9c2 cardiomyocytes, H2O2 injury protection, ATPLite, 2 h;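 active = compounds giving at least 50% protection of heart cells from peroxide-induced death in the single-dose screen, raw or plate-pattern-corrected value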;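 note: 0% = DMSO wells with peroxide and 100% = DMSO wells without peroxide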
m5-HT2A agonist: activates the mouse 5-HT2A serotonin receptor | CHO-K1 mHTR2A beta-arrestin complementation, luminescence; percent of 30 µM serotonin response | activation, % at 7.6 µM | 0.66% of 360,000 active | AID 624169;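 active = activation above a run cutoff, the mean activation of all tested compounds plus 3 SD, cut at about 14% in these data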;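 note: 0% = plate median of compound wells and 100% = 30 µM serotonin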
Target sequence (P35363 whole entry, looked up): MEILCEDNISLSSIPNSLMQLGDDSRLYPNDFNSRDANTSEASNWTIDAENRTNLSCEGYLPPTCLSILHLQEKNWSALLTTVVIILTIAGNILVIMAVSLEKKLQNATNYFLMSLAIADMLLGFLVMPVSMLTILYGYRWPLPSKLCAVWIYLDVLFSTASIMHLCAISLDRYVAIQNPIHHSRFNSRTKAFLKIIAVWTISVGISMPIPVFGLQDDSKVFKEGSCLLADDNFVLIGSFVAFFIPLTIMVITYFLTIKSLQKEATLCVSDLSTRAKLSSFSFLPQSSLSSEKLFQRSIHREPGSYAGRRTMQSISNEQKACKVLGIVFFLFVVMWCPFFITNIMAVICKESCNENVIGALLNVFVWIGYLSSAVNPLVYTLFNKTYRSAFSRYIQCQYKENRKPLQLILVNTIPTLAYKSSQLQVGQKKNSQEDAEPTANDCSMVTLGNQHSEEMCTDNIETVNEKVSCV
ABCB6 inh 2: blocks the human ABCB6 transporter; 0.19% of 360,000 active; Q9NP58; fluorescence ratio to DMSO, % at 10 µM; K562-ABCB6 porphyrin accumulation, flow cytometry, 1 h; stronger effect = lower value;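 active = fluorescence ratio to DMSO below 75%, the collection mean minus 3 SD; inconclusive = too few cells collected in the well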;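 note: signal is porphyrin accumulated inside mitochondria; 100% equals median channel fluorescence of DMSO control wells; lower ratio means ABCB6 inhibition with less porphyrin fluorescence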
Glyco luc inh: N-linked glycosylation inhibition; D54 ERlucT glycosylation luciferase reporter, 24 h; percent of 100 nM tunicamycin response; reporter increase, % at 12.5 µM; 0.23% of 360,000 active; AID 588692;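 active = mean luciferase reporter signal, scaled so untreated is 0 and the glycosylation-blocking control 100, at or above a set limit in every replicate; inconclusive = mean reaches the limit but not every replicate does; inactive = mean below the limit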;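 note: luciferase carries N-glycosylation sites so blocking glycosylation raises the light; 0% = median of neutral control wells and 100% = median of 100 nM tunicamycin wells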
MC4R ag barr: activates human MC4R beta-arrestin recruitment. 0.98% of 360,000 active. U2OS MC4R beta-arrestin complementation, luminescence; percent of melanotan II response, DMSO zero. activation, % at 8.9 µM. P32245;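 active = activation above a per-plate cutoff, the mean activation of sample wells on that plate plus 3 SD, cut at about 8% in these data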
* marks the source's active call; other numbers are inactive results; ? = inconclusive; . = no result given; & = joins results of further samples.

SMILES	Granule exo inh	ABHD5-PLIN5 inh	hiPSC survival	MC4R antagonist	aDG glyco act	H9c2 protect	m5-HT2A agonist	ABCB6 inh 2	Glyco luc inh	MC4R ag barr
CC(=O)N[C@@H](Cc1ccc(O)cc1)CN1C(N)=NC[C@@H]1CC(C)C	1	13	0.7	11	-0.4	-2	-9	96	2	-1.7
Cc1nn(-c2ccccc2)c(C)c1C(=O)OCC(=O)NC12CC3CC(CC(C3)C1)C2	-2	2	-2.1	8	0.0	-4	-3	101	-3	-2.0
NC(=S)Nc1c(Cl)cccc1Cl	-2	-4	-0.7	-10	-0.1	-9	-2	103	1	1.8
O=C(N[C@@H]1C/C=C\C[C@@H](CC(=O)N(CCO)Cc2ccccc2)C(=O)N[C@H](Cc2ccccc2)COC1=O)OCC1c2ccccc2-c2ccccc21	-9	5	-3.4	0	-0.1	-22	3	94	5	-1.2
COc1ccc(OCC2CCCN(Cc3nc(CC4CC4)no3)C2)cc1 (stereo not drawn)	1	-1	-0.4	-3	-0.5	-9	-16	92	2	-1.9
CCCn1c(CN(C)Cc2ccccc2)nc2c1c(=O)n(C)c(=O)n2C	-1	7	-2.5	10	3.0	-8	5	88	-1	2.2
Cc1cc(NC(=O)C(Cl)Cl)cc2c1OCO2	20	5	-0.6	3	0.1	-1	5	100	0	-1.6
Cc1cccc(C(=O)Nc2nnc(S(=O)(=O)N3CCOCC3)s2)c1	5	3	-0.1	9	-0.1	0	0	95	0	-2.4
COc1ccc(-c2nnc(OCc3ccccc3)c3ccccc23)cc1	-1	-1	-0.8	28	0.3	-1	2	97	-9	-1.5
CCCN(C(=O)COc1ccc(C(C)=O)cc1OC)C1CCS(=O)(=O)C1 (stereo not drawn)	-7	-2	0.9	4	0.2	5	-6	91	4	-0.1
CC1(C)SC2c3ccccc3C(=O)N2[C@@H]1C(=O)NC1CC1 (stereo partly drawn)	-7	-4	-0.5	-2	-0.1	2	3	97	2	-1.4
CC(OC(=O)c1ccco1)C(=O)NCc1ccc2c(c1)OCO2 (stereo not drawn)	-6	0	-0.7	-4	0.0	-5	4	94	-1	-1.9
COC(=O)C(CC(=O)c1ccc(C)cc1)n1cccn1 (stereo not drawn)	5	5	-0.5	12	0.0	-2	2	98	-1	-1.5
COC(=O)C(C(=O)OC)C1CCCCC1NS(=O)(=O)c1ccc(C)cc1 (stereo not drawn)	0	3	.	.	-0.2	.	3	.	.	.
CC(C(=O)Nc1cccc([N+](=O)[O-])c1)n1nnc2ccccc21 (stereo not drawn)	0	2	-2.7	5	0.1	1	-5	97	-1	-1.4

Part of the list above in order of SMILES length, low to high.
SMILES	Granule exo inh	ABHD5-PLIN5 inh	hiPSC survival	MC4R antagonist	aDG glyco act	H9c2 protect	m5-HT2A agonist	ABCB6 inh 2	Glyco luc inh	MC4R ag barr
NC(=S)Nc1c(Cl)cccc1Cl	-2	-4	-0.7	-10	-0.1	-9	-2	103	1	1.8
CC(OC(=O)c1ccco1)C(=O)NCc1ccc2c(c1)OCO2 (stereo not drawn)	-6	0	-0.7	-4	0.0	-5	4	94	-1	-1.9
COC(=O)C(C(=O)OC)C1CCCCC1NS(=O)(=O)c1ccc(C)cc1 (stereo not drawn)	0	3	.	.	-0.2	.	3	.	.	.

The list goes on:
SMILES	Granule exo inh	ABHD5-PLIN5 inh	hiPSC survival	MC4R antagonist	aDG glyco act	H9c2 protect	m5-HT2A agonist	ABCB6 inh 2	Glyco luc inh	MC4R ag barr
O=C(Oc1ccc(-c2ccccc2)cc1)c1ccco1	-5	-4	1.3	-5	0.0	-9	-6	100	2	0.7
CN(C(=O)CCCN1C(=O)c2ccccc2C1=O)C1CCCCC1	-1	-1	0.7	14	0.0	1	6	101	1	1.6
CCC(C(=O)NC(C)(C)C)N(Cc1ccc(F)cc1)C(=O)c1snc(C(N)=O)c1N (stereo not drawn)	0	5	-0.1	1	-0.1	2	6	98	3	0.1
Cc1occc1C(=O)N1CCN(c2ncccn2)CC1	-1	4	1.2	3	0.0	-6	2	108	0	-1.6
C=CCC[C@H](Cc1ccc(F)cc1)C(=O)OC[C@@H](Cc1c[nH]c2ccccc12)NC(=O)[C@@H](CC=C)CC(=O)N(CCO)Cc1ccccc1	2	-6	-1.7	22	1.1	-6	5	82	-3	0.5
O=c1cc(O)n(C2CCCCCC2)c(=O)[nH]1	0	-23	0.3	17	0.0	1	6	97	-1	1.7
COCc1ccccc1C1=CC(=O)C[C@H](c2ccc(F)cc2)C1	3	1	0.4	8	0.3	5	0	102	0	1.1
O=[N+]([O-])c1ccccc1S(=O)(=O)Nc1ccc(-c2ccc(N3CCOCC3)nn2)cc1	7	-16	-0.4	-5	0.1	-2	-5	103	1	-3.1
Cc1c(S(=O)(=O)N2CCN(c3cccc(C(F)(F)F)c3)CC2)c(=O)n(C)c(=O)n1C	0	-4	-1.8	6	-0.2	0	-4	?	3	-1.1
O=C(COC(=O)CCc1nc2ccccc2c(=O)[nH]1)NC1CCS(=O)(=O)C1 (stereo not drawn)	-2	2	0.1	21	0.0	7	6	102	-1	-1.4
CCOc1cc(/C=C(\C(=O)O)c2ccc(S(=O)(=O)N3CCCC3)s2)ccc1OC	-1	-5	3.9	-5	1.0	4	-4	103	0	-0.4
CC(C(=O)N1CCCCC1)N1C(=O)c2ccccc2C1=O (stereo not drawn)	-2	6	-0.7	7	0.1	7	3	100	0	-0.8
CC(C)CNS(=O)(=O)c1cc(C(=O)OCC(=O)N2CCOCC2)c(Cl)cc1Cl	10	-1	-0.3	28	0.0	-1	0	93	3	-1.8
Cc1ccc(Cc2c(-c3cccc(Br)c3)nc3cc(C)c(Br)c(C)n23)cc1	0	-6	-0.4	.	-0.2	0	4	99	0	.
O=C(O)/C=C/C(=O)Nc1ccc(OC(F)(F)F)cc1Br	4	4	-0.6	0	-0.2	0	2	94	2	-0.6
Cc1cc2[nH]c3c4ccccc4nc(C)c3c2cc1C	28	7	-0.7	15	-0.3	-22	1	104	-21	24*
O=C(O)C1=CC[C@@H](c2ccc(Cl)cc2)N(S(=O)(=O)c2ccc(Cl)cc2)[C@H]1c1ccc(Br)cc1	-14	2	-1.5	10	1.7	-8	10	100	0	-0.8
CCCCNC(=O)C1(C)CCCCCN1Cc1cc2ccccc2o1 (stereo not drawn)	4	-3	-0.5	2	0.0	3	0	91	-3	-0.2
O=C(c1cccs1)N1CCN=C1SCc1cccc(F)c1	0	14	-0.4	2	-0.1	-2	7	100	-1	-0.7
O=C(C1CCN(Cc2ccc(F)cc2)CC1)N1CCN(C/C=C/c2ccccc2)CC1	0	-3	2.4	2	0.7	2	-3	101	-4	-0.7
COc1cc(C(=O)Nc2ccc(S(=O)(=O)N(C)c3ccccc3)cc2)cc(OC)c1OC	-11	3	1.7	14	-0.4	0	-2	98	3	-0.5
COc1ccc(N2CCN(CCNC(=O)Nc3ccc(C)cc3Cl)CC2)cc1	7	-3	0.1	-2	0.1	5	0	94	2	-1.0
Cn1nc(C(C)(C)C)cc1NC(=O)C1(C)CCN1C(=O)C1(c2ccccc2)CCCC1 (stereo not drawn)	-6	-6	-1.0	2	0.5	-1	10	103	-6	0.0
O=C(Cc1ccc(Br)cc1)N1CCCC1	-4	1	-0.5	4	0.0	0	4	102	1	-0.9
Cc1cc(C)cc(NC(=S)NCC2CCN(C(C)c3ccccc3)C2)c1 (stereo not drawn)	1	17	-0.2	1	0.2	2	-6	98	-2	0.2
CCOCCCN1CN(Cc2ccccc2)CNC1=S	-2	1	4.9	2	0.0	4	-2	100	2	-1.1
COc1cccc(C2=NOC(C(=O)NCc3cccnc3)C2)c1 (stereo not drawn)	-14	5	0.8	1	0.1	0	9	97	2	0.2
COc1cccc(C2OC(=O)c3ccccc3N2C(C)=O)c1OC(C)=O (stereo not drawn)	-4	5	7.6	10	-0.1	4	-1	94	-1	0.1
CC(C)CC1Nc2ncnc(N3CCN(c4ccccn4)CC3)c2N(Cc2ccc(Br)cc2)C1=O (stereo not drawn)	-6&-4	-12&8	-2.9&-0.2	8	-0.3&0.0	0&-7	-18&-11	100&94	-4&-4	-2.1
Cc1cccc(NS(=O)(=O)c2coc(C(N)=O)c2)c1C	-2	-13	0.2	7	-0.1	-3	5	102	0	-2.3
NS(=O)(=O)c1ccc(CNC(=S)NC2CC2)cc1	9	-4	2.9	13	-0.1	2	1	97	1	-0.9
CCOC(=O)/C(C#N)=C/c1cc2ccccc2nc1Cl	10	-2	0.1	-17	0.0	4	-2	108	16	0.4

No new results follow: 13 of the compounds above.
SMILES	Granule exo inh	ABHD5-PLIN5 inh	hiPSC survival	MC4R antagonist	aDG glyco act	H9c2 protect	m5-HT2A agonist	ABCB6 inh 2	Glyco luc inh	MC4R ag barr
O=C(O)C1=CC[C@@H](c2ccc(Cl)cc2)N(S(=O)(=O)c2ccc(Cl)cc2)[C@H]1c1ccc(Br)cc1	-14	2	-1.5	10	1.7	-8	10	100	0	-0.8
CCCCNC(=O)C1(C)CCCCCN1Cc1cc2ccccc2o1 (stereo not drawn)	4	-3	-0.5	2	0.0	3	0	91	-3	-0.2
O=C(c1cccs1)N1CCN=C1SCc1cccc(F)c1	0	14	-0.4	2	-0.1	-2	7	100	-1	-0.7
O=C(C1CCN(Cc2ccc(F)cc2)CC1)N1CCN(C/C=C/c2ccccc2)CC1	0	-3	2.4	2	0.7	2	-3	101	-4	-0.7
COc1cc(C(=O)Nc2ccc(S(=O)(=O)N(C)c3ccccc3)cc2)cc(OC)c1OC	-11	3	1.7	14	-0.4	0	-2	98	3	-0.5
COc1ccc(N2CCN(CCNC(=O)Nc3ccc(C)cc3Cl)CC2)cc1	7	-3	0.1	-2	0.1	5	0	94	2	-1.0
Cn1nc(C(C)(C)C)cc1NC(=O)C1(C)CCN1C(=O)C1(c2ccccc2)CCCC1 (stereo not drawn)	-6	-6	-1.0	2	0.5	-1	10	103	-6	0.0
O=C(Cc1ccc(Br)cc1)N1CCCC1	-4	1	-0.5	4	0.0	0	4	102	1	-0.9
Cc1cc(C)cc(NC(=S)NCC2CCN(C(C)c3ccccc3)C2)c1 (stereo not drawn)	1	17	-0.2	1	0.2	2	-6	98	-2	0.2
CCOCCCN1CN(Cc2ccccc2)CNC1=S	-2	1	4.9	2	0.0	4	-2	100	2	-1.1
COc1cccc(C2=NOC(C(=O)NCc3cccnc3)C2)c1 (stereo not drawn)	-14	5	0.8	1	0.1	0	9	97	2	0.2
COc1cccc(C2OC(=O)c3ccccc3N2C(C)=O)c1OC(C)=O (stereo not drawn)	-4	5	7.6	10	-0.1	4	-1	94	-1	0.1
CC(C)CC1Nc2ncnc(N3CCN(c4ccccn4)CC3)c2N(Cc2ccc(Br)cc2)C1=O (stereo not drawn)	-6&-4	-12&8	-2.9&-0.2	8	-0.3&0.0	0&-7	-18&-11	100&94	-4&-4	-2.1
